Pin1 inh: qHTS Assay to Find Inhibitors of Pin1; hit rate 0.009% among 390,000; Pin1 FP peptide displacement, HiFluor488, 10 min; Potency, µM (titrated, usually from 115 µM), without a hit: top-dose activity, negative = inhibition, most hits filed as inhibitors; Peptidyl-prolyl cis-trans isomerase NIMA-interacting 1 (Homo sapiens), Q13526; active means well fitted inhibition curve with a large enough effect in the polarisation, with a control signal flat, not every such curve was filed as active; inconclusive means small, poorly fitted or top-dose-only effect, or effect the other way, or a change in a side signal; inactive means no such curve, though single readings can be large or run the other way; the % refers to the polarisation; further: on the % scale 0 is the no-effect control and ±100 the full control effect
TrxR1 inh: qHTS Assay for Inhibitors of Mammalian Selenoprotein Thioredoxin Reductase 1 (TrxR1): qHTS. Thioredoxin reductase 1, cytoplasmic (Rattus norvegicus), O89049. recombinant rTrxR1, NADPH fluorescence consumption, selenite substrate. Potency, µM (series often up to 114 µM), for the others: at the highest dose activity change, negative = inhibition, usual class: inhibitors. hit rate 1% among 390,000. AID 588453, 2011; further: on the % scale 0 is the no-effect control and ±100 the full control effect; nearly all actives have a fitted effect of over 65% in size
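Rat TrxR1 (90 nM in the dispensed reagent) was pre-reduced with 400 uM NADPH for 5 min at room temperature, then incubated with compound for 15 min. After 400 uM selenite was added, NADPH fluorescence (Ex 340/Em 450 nm) was followed for 8 min.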
GLS inhibitor: qHTS for Inhibitors of Glutaminase (GLS); Glutaminase kidney isoform, mitochondrial (Homo sapiens), O94925; GLS enzymatic activity, qHTS titration; Potency, µM (titrated, usually from 45.5 µM), without a hit: top-dose activity change, negative = inhibition, hits mostly inhibitors; hit rate 0.21% among 410,000; further: on the % scale 0 is the no-effect control and ±100 the full control effect
Target sequence (O94925 whole entry, looked up, canonical isoform): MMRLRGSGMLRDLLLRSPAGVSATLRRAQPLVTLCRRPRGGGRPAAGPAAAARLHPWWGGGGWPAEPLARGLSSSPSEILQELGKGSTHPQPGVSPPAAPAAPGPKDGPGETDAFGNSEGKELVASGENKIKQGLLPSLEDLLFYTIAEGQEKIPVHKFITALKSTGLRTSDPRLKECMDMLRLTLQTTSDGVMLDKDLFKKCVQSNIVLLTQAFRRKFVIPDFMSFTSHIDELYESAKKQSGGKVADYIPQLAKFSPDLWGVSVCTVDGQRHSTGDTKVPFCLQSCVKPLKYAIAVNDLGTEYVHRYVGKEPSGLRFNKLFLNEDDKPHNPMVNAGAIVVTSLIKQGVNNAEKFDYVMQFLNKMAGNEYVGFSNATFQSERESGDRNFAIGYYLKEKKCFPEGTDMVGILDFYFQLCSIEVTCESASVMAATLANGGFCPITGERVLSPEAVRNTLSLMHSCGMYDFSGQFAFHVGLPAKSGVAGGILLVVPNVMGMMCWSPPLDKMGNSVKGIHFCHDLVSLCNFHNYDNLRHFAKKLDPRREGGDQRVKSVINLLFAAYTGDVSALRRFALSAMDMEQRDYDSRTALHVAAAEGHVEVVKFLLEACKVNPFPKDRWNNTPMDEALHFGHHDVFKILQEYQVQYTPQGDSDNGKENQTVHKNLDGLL
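Read-out is an Amplex red fluorescence increase coupled through glutamate oxidase and HRP, measured before and after 30 min room-temperature incubation. hKGA is in 45 mM KH2PO4 (pH 8.2) with 0.02% Tween-20; glutamine added as 1mM solution.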
RGS4 inhibitor: Inhibitors of Regulator of G Protein Signaling (RGS) 4: qHTS; Transcreener GDP fluorescence polarization, RGS4-accelerated GTP hydrolysis; Potency, µM (titrated, usually from 114 µM), for the others: at the top dose activity change, negative = inhibition, hits mostly inhibitors; hit rate 0.039% among 390,000; AID 504845, 2011; further: on the % scale 0 is the no-effect control and ±100 the full control effect; nearly all actives have a fitted effect of over 75% in size; some results filed as inactive show a strong effect at the top dose
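MLSMR compounds (23 nl, pin-transferred) preincubated 10 min at room temperature with a 500nM (2x) first reagent, then RGS4 at 900nM (2x) plus Transcreener GDP mix added; fluorescence polarization (620/688 nm) read before and after 90 min at 30 °C.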
12-LOX inh: Primary qHTS assay for inhibitors of human arachidonate 12S-lipoxygenase (ALOX12): Round 2; Polyunsaturated fatty acid lipoxygenase ALOX12 (Homo sapiens), P18054; purified 12hLO, xylenol orange hydroperoxide absorbance; Potency, µM (titrated, usually from 108 µM), for inactives: at the top dose activity change, negative = inhibition, hits mostly inhibitors; hit rate 1.1% among 580,000; AID 1671190, 2021; further: on the % scale 0 is the no-effect control and ±100 the full control effect
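Purified human 12hLO at 150 nM in 25 mM Hepes, 0.01% Triton X-100, pH 7.0, preincubated 15 min at room temperature with compound. Reaction started with 40 uM arachidonic acid, 30 min at room temperature. Hydroperoxide measured by Fe-xylenol orange, 573/405 nm absorbance ratio.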
JMJD2A Tudor inh: qHTS Assay for Inhibitors of JMJD2A-Tudor Domain; Lysine-specific demethylase 4A (Homo sapiens), O75164; AlphaScreen JMJD2A-Tudor / H3K4me3 peptide binding; Potency, µM (doses to about 114 µM), inactives show at the top dose activity change, negative = inhibition, actives largely listed as inhibitors; hit rate 4.4% among 390,000; further: on the % scale 0 is the no-effect control and ±100 the full control effect; nearly all actives have a fitted effect of over 50% in size
HP1b chromo inh: HTS for Inhibitors of HP1-beta Chromodomain Interactions with Methylated Histone Tails | AID 540317, 2011 | AlphaScreen HP1-beta / biotin-H3K9me3 peptide binding | Chromobox protein homolog 1 (Homo sapiens), P83916 | Potency, µM (doses to about 114 µM), for inactives: at the highest dose activity change, negative = inhibition, actives largely listed as inhibitors | hit rate 0.56% among 390,000; further: nearly all actives have a fitted effect of over 70% in size; inactives centre near 23
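HP1-beta protein (50 nM final) preincubated 30 min at room temperature with biotinylated H3(1-18)K9me3 peptide (50 nM) in PBS pH 7.4, 0.01% Tween-20, then compound added for 30 min. AlphaScreen streptavidin donor/nickel chelate acceptor beads (10 ug/mL final), 30 min dark, luminescence read.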
Tb PGK inh: qHTS Assay to Find Inhibitors of Phosphoglycerate Kinase; Phosphoglycerate kinase, glycosomal (Trypanosoma brucei brucei), P07378; PGK/GAPDH coupled, Kinase-Glo luminescence, 60 min; Potency, µM (highest dose often 57.5 µM), for the others: at the top dose activity change, negative = inhibition, hits mostly inhibitors; hit rate 0.043% among 380,000; further: on the % scale 0 is the no-effect control and ±100 the full control effect; nearly all actives have a fitted effect of over 60% in size
Target sequence (P07378 whole entry, looked up): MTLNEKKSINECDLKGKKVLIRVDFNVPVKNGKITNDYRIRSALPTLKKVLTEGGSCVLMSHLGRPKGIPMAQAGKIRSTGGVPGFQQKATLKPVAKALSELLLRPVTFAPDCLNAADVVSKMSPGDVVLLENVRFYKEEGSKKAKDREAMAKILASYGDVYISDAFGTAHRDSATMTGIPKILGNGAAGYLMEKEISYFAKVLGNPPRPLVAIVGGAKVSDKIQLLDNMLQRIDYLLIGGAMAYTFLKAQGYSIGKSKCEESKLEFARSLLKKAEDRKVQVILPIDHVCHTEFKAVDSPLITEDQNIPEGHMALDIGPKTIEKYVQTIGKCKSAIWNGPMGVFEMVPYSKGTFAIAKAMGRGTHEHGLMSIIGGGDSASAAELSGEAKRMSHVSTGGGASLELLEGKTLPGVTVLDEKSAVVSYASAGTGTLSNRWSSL
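Recombinant glycosomal PGK reaction used 1,3-bisphosphoglycerate generated in-well by GAPDH (100nM final) in 100mM TEA pH 7.6, 5mM MgCl2, 0.01% Tween-20. After 60 minutes at room temperature, ATP was read by Kinase-Glo Plus luminescence end-point.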
ERG-DNA inh: qHTS for Small Molecule Inhibitors of the ERG Ets/DNA interaction; AID 624246, 2012; hit rate 0.028% among 370,000; Transcriptional regulator ERG (Homo sapiens), P11308; Potency, µM (top dose mostly 76.9 µM), inactives show at the highest dose FP activity, negative = inhibition, hits mostly inhibitors; fluorescence polarization, His-ERG Ets domain / labelled DNA; active means well fitted inhibition curve with a large enough effect in the polarisation, with a control signal flat; inconclusive means small, poorly fitted or top-dose-only effect, or effect the other way, or a change in a side signal; inactive means no such curve, though single readings can be large or run the other way; the % refers to the polarisation;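 further: polarization taken with two DNA probes labelled with fluorescein and Texas red; % of control where 0% means no effect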
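His-tagged ERG Ets domain (1 uM in the protein solution; 300mM KCl, 50mM Tris-HCl, 1mM EDTA, 1mM DTT, pH 7.5) received compound, then a probe mix of 5 nM fluorescein-DNA and 100nM Texas-615-DNA. Fluorescence polarization was read for both dyes.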
An asterisk follows results filed as active; i = inactive; ? = inconclusive; . = not tested or not shown; & = joins results of further samples; [ ] = another dose, or the depositor's remark. Unless noted, the call rests on the fitted dose curve; in most records, active means well fitted curve in the direction sought with a large enough effect; inconclusive means small, poorly fitted or top-dose-only effect, or another doubt; inactive means no such curve, though single readings can be large; an effect the other way counts as inactive or inconclusive. Potency means the concentration at half of the fitted maximal effect. The list is partial, so the mix of outcomes need not match the whole.

SMILES	Pin1 inh	TrxR1 inh	GLS inhibitor	RGS4 inhibitor	12-LOX inh	JMJD2A Tudor inh	HP1b chromo inh	Tb PGK inh	ERG-DNA inh
CCOC(=O)c1c(C)oc2nc(C)nc(N(C)Cc3ccccc3)c12	?	3.0%	3.1%	12.1%	-4.2%	27.2%	23.1%	i	-3.5%
COCCNC(=O)CSc1nnc(CCCN2C(=O)c3cccc4cccc(c34)C2=O)n1-c1ccccc1	-12.1%	-13.0%	-4.7%	1.8%	-7.7%	-4.8%	23.8%	-3.3%	-5.4%
COc1cccc(C2CC(=O)Nc3cc4c(cc32)OCCO4)c1OC (configuration not stated)	0.0%	10.3%	3.5%	19.5%	-51.7%	-20.8%	-0.9%	i	16.1%
CCOc1ccc(-n2c(SCc3ccccc3)nc3c([nH]c4ccccc43)c2=O)cc1	1.0%	28.9%[57.1 µM]	-41.6%	-8.2%	?	?	19.1%[57 µM]	-4.9%	12.4%
O=C(COc1ccc(Cl)cc1Cl)NN1C(=O)/C(=C\c2ccc(Cl)cc2)SC1=S	47.2%[activator]	7.0%[57.1 µM]	0.5%	-36.0%	?	-11.1%	18.7%	i	9.0%
CCOC(=O)c1oc2cc(O)ccc2c(=O)c1-c1ccccc1OC	0.6%	-1.0%[57.1 µM]	0.8%	-33.4%	0.0%&-24.8%	4.5%	25.8%	-9.6%	-19.7%
Cn1ncc([N+](=O)[O-])c1C(=O)N/N=C/c1c[nH]c2ccccc12	8.0%	2.7%	16.8%	23.0%	-2.0%	-10.2%	29.8%	4.1%	4.1%
CCCCc1ccc(NC(=O)CSC2=C(C#N)C(c3ccco3)C3=C(CCCC3=O)N2)cc1 (configuration not stated)	8.9%	-24.3%	4.5%	-27.2%	-49.0%	-35.1%	4.5%	1.7%	-0.2%
COc1ccc(Cl)cc1C(=O)NCc1ccc2c(c1)OCO2	-3.1%	11.8%	7.1%	18.2%	7.4%	-4.1%	21.3%	-0.3%	7.7%
CCC(=O)Nc1ccc(OCC2CCCO2)cc1 (configuration not stated)	2.2%	18.7%	-0.8%	3.2%	-44.1%	-7.1%	28.8%	7.2%	8.2%
CCOC(=O)C1CCCN(C(=O)c2cccc([N+](=O)[O-])c2C)C1 (configuration not stated)	0.3%	26.4%[57.1 µM]	0.7%	-14.0%	-0.1%	-6.0%[11.4 µM]	49.4%[activator]	-2.2%	6.8%
CCN(C(=O)CN1C(=O)COc2ccc(S(=O)(=O)N3CCCCCC3)cc21)c1cccc(C)c1	-4.7%	25.6%	-1.0%	-4.7%[11.4 µM]	0.8%	?	-13.9%	0.2%	-8.0%
CCN1C(=O)C2(C(C(=O)c3cc4ccccc4o3)=C(O)C(=O)N2CCCN(C)C)c2ccccc21 (configuration not stated)	1.1%	-10.7%[11.4 µM]	3.5%	25.2%	.	-13.7%	12.2%	i	18.2%
COc1ccc(C(=O)OCc2c(-c3cccc(OC)c3)ncc3ccccc23)cc1	2.5%	0.4%[57.1 µM]	2.7%	1.8%	?	-14.5%	50.2%[activator]	-5.0%	-17.9%
CCn1c2ccccc2c2nnc(SCC(=O)N(C)C3CCS(=O)(=O)C3)nc21 (configuration not stated)	-3.5%	-4.4%	2.8%	12.8%	5.3%	-5.7%	23.0%	-1.7%	3.1%
CSc1cccc(NC(=S)N(CCN(C)C)C(C)c2ccccn2)c1 (configuration not stated)	1.8%	-7.8%	23.9%	-12.7%	4.9%	-26.8%	4.2%	-0.2%	8.2%
Cc1ccccc1NC(=O)C(c1ccccc1)C1CCCC1 (configuration not stated)	-4.1%	26.8%[57.1 µM]	-0.5%	6.4%	1.0%	-0.7%	33.1%	-3.2%	7.5%
Cc1ccc(S(=O)(=O)N2CCN(c3nc(-c4ccnnc4)nc4ccccc34)CC2)cc1	2.9%	?	.	-36.3%	.	31.6µM*	32.4%	.	.
COc1cccc(NC(=O)CSc2nnc(Cc3cccn3C)n2-c2ccc(F)cc2)c1	-1.4%	-1.1%[57.1 µM]	5.7%	-15.2%	463.5%[activator]	?	13.5%	-10.0%	-5.0%
O=C(c1ccc(S(=O)(=O)N2CCCC2)cc1)N(c1ccc(F)cc1)C1C=CS(=O)(=O)C1 (configuration not stated)	-4.0%	-4.6%	5.7%	3.1%	9.4%	-5.9%	34.7%	2.9%	1.6%
CC(=O)Nc1ccc(NC(=O)C(C)OC(=O)c2cccc(S(=O)(=O)N3CCCC3)c2)cc1 (configuration not stated)	3.1%	-13.3%	-12.0%	-0.8%	-24.8%	-8.2%	19.6%	i	-7.8%
O=C1NC(=Nc2ccccc2)S/C1=C\C=C\c1ccco1	7.8%	79.4µM*	0.1%	?	50.1µM*	50.1µM*	?	-5.9%	9.0%
Cc1nc(OCC(C)C)c2sc3nc4c(cc3c2n1)COC(C)(C)C4	7.0%	-8.5%	4.9%	32.3%	132.8%[activator]	-14.8%	16.1%	6.3%	-2.9%
CS(=O)(=O)N(Cc1ccccc1)c1ccccc1C(=O)Nc1ccccc1C(=O)NCc1ccco1	20.5%	-6.2%	1.1%	-28.6%	9.1%	?	13.6%	i	0.1%
N#Cc1nc(Cc2ccccc2)oc1NCCc1ccccc1	3.3%	7.6%	6.1%	-8.0%	-15.2%	-35.5%	?	4.8%	-0.8%
SMILES	Pin1 inh	TrxR1 inh	GLS inhibitor	RGS4 inhibitor	12-LOX inh	JMJD2A Tudor inh	HP1b chromo inh	Tb PGK inh	ERG-DNA inh
CCOc1ccc(-c2c(C(=O)N/N=C/c3ccc(C)s3)nnn2-c2nonc2N)cc1	10.6%	17.6%	-2.2%	5.0%	.	-29.3%	26.3%	4.7%	12.0%
O=C1CSC(c2ccccn2)N1c1ccccc1 (configuration not stated)	1.2%	19.2%	-0.2%	0.2%	18.2%	7.6%	26.0%	-4.5%	-1.3%
O=C(CCCOc1ccccc1)Nc1ccc(S(=O)(=O)N2CCOCC2)cc1	-3.6%	17.9%	7.5%	-11.4%	144.9%[activator]	-8.6%	11.4%	10.1%	-5.8%
COc1ccc(Cl)cc1NC(=O)CN(C)C(=O)c1n[nH]c2ccccc12	-2.5%	-9.3%[57.1 µM]	-0.7%	5.1%	6.9%	-23.9%	-16.3%	-9.6%	-0.2%
CC(=O)Nc1ccc(C)cc1-c1nc2ccccc2n(CC(=O)c2ccc(C)c(C)c2)c1=O	2.6%	-0.6%	6.2%	-6.8%	?	-6.6%	23.1%	3.0%	-5.1%
Cc1ccnc(NC(=O)Cn2ccc([N+](=O)[O-])n2)c1	0.8%	-8.6%	-7.3%	-3.0%	-22.8%	-10.6%	24.8%	-4.9%	-9.6%
O=C(NCCc1nnc2ccc(N3CCCCCC3)nn12)c1ccccc1	-5.7%	3.0%	-0.4%	-6.6%	0.0%	-6.2%	7.1%	-7.3%	-14.0%
CCOc1ccc(CNC(=O)Cn2nc(C)c3sc4ccccc4c3c2=O)cc1	-0.9%	12.9%	3.6%	4.1%	-7.6%	?	38.3%	-2.7%	0.6%
Cc1cc(C(=O)NC2CCCc3c2cnn3-c2ccc(C(C)(C)C)cc2)n[nH]1 (configuration not stated)	-0.9%	0.2%	16.3%	28.9%	25.0%	-4.0%	31.5%	-0.9%	4.1%
O=C(c1ccc(Cl)cc1)n1nc(-c2ccccc2)nc1NCc1ccco1	-0.6%	18.4%	-15.1%	-7.0%	-14.8%	16.5%	53.6%[activator]	i	-6.6%
CCOc1ccccc1NC(=O)Cn1c(=O)n(-c2ccc(C)c(C)c2)c(=O)c2oc3ccccc3c21	-0.4%	23.5%	-1.1%	-1.1%	-13.1%	-14.7%	22.5%	7.8%	0.6%
CC(C)(C)NC(=O)NC(=O)CSc1nnc(-c2ccccc2F)n1N	-9.8%	-10.6%	5.5%	0.7%	13.6%	-25.9%	23.2%	-0.1%	11.0%
Cc1ccc(NC(=O)CCS(=O)(=O)c2cccc3nonc23)c(Cl)c1	1.8%	4.0%	-5.3%	-3.4%	-16.4%	1.1%	18.0%	-1.1%	-12.3%

Reprinted at random: 2 compounds from above, in no set order.
SMILES	Pin1 inh	TrxR1 inh	GLS inhibitor	RGS4 inhibitor	12-LOX inh	JMJD2A Tudor inh	HP1b chromo inh	Tb PGK inh	ERG-DNA inh
O=C(c1ccc(Cl)cc1)n1nc(-c2ccccc2)nc1NCc1ccco1	-0.6%	18.4%	-15.1%	-7.0%	-14.8%	16.5%	53.6%[activator]	i	-6.6%
Cc1cc(C(=O)NC2CCCc3c2cnn3-c2ccc(C(C)(C)C)cc2)n[nH]1 (configuration not stated)	-0.9%	0.2%	16.3%	28.9%	25.0%	-4.0%	31.5%	-0.9%	4.1%

Assay outcomes as filed in PubChem BioAssay.
